MT1-MMP act inh: blockers of MT1-MMP proenzyme processing, primary screen, HT1080 RFP-PRO-GFP cells, GFP/RFP fluorescence; GFP/RFP ratio fluorescence, overnight; percent of plate control window, DMSO zero; 360,000 tested, 0.061% active; Matrix metalloproteinase-14 (Homo sapiens), P50281; GFP/RFP ratio change, % at 20 µM;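 active = GFP/RFP ratio change of at least 30% with cell ATP level not reduced by more than half and red fluorescence within 50% of control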; also: strong numbers were not always called active
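Test system: HT1080 cells expressing an RFP-PRO-GFP fluorescent reporter construct / Compound dosing: single-point 20 µM compound, 1% DMSO / Schedule: cells overnight before dosing, compound overnight, 37 °C, 5% CO2 / Evaluation: GFP/RFP fluorescence ratio / Control set: DMSO and RFP-L50D-GFP cell wells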
MsrA act: bovine MsrA enzyme activators, primary screen, biochemical, absorbance, HTS; Methionine sulfoxide reductase A (Bos taurus); activation, % at 10.6 µM; purified bovine MsrA, absorbance read-out; 360,000 tested, 0.3% active; AID 602163, 2012; in the data active = activation above about 7.5%;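 also: 0% = vehicle and 100% = reference activator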
FAS-TE inh: FAS thioesterase domain inhibitors, primary screen, biochemical, fluorescence intensity, uHTS; inhibition, % at 15 µM; Fatty acid synthase (Homo sapiens), P49327; recombinant FAS-TE, OMFH fluorogenic substrate, fluorescence endpoint; 360,000 tested, 0.67% active;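 active = compounds whose normalised, plate-corrected inhibition of enzyme fluorescence in the single-dose primary screen is 50% or more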;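 also: 0% = DMSO with enzyme and 100% = substrate without enzyme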
Rin1-Abl PPI inh: inhibitors of Rin1-Abl protein binding, primary screen, biochemical, TR-FRET. 360,000 tested, 0.4% active. inhibition, % at 7.35 µM. Tyrosine-protein kinase ABL1 (Homo sapiens) + Ras and Rab interactor 1 (Homo sapiens), …; in the data active = inhibition above about 5%, passing the limit was not always enough
Target sequence (P00519 whole entry, looked up): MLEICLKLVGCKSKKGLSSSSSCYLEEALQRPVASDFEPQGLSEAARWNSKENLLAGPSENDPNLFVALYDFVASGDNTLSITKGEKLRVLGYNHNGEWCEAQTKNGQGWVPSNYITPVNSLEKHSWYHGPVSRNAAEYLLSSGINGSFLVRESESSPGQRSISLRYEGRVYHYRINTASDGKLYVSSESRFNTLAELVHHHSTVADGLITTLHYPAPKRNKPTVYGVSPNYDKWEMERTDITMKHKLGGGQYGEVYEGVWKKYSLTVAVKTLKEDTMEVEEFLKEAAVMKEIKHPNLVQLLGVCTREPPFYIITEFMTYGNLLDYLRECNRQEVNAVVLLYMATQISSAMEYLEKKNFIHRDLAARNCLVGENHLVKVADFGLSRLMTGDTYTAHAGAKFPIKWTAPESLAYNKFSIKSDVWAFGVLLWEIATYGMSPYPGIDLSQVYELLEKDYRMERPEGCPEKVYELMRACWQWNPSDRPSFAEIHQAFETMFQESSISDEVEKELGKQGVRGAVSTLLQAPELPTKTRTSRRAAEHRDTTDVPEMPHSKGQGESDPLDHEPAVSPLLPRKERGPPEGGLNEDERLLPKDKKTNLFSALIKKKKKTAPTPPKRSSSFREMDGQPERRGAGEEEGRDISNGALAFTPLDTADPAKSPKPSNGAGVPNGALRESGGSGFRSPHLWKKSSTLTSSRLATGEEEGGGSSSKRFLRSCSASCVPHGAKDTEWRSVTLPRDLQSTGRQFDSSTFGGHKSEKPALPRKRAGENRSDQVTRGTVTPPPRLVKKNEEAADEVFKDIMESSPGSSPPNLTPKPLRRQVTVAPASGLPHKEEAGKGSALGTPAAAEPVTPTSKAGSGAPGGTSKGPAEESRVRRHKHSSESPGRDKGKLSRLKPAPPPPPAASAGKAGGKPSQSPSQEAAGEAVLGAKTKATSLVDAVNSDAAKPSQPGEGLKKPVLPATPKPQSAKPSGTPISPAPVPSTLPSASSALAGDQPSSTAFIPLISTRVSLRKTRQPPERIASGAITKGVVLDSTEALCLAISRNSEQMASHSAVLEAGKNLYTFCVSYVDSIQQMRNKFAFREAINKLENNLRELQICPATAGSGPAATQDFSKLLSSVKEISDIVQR
Target sequence (Q13671 whole entry, looked up): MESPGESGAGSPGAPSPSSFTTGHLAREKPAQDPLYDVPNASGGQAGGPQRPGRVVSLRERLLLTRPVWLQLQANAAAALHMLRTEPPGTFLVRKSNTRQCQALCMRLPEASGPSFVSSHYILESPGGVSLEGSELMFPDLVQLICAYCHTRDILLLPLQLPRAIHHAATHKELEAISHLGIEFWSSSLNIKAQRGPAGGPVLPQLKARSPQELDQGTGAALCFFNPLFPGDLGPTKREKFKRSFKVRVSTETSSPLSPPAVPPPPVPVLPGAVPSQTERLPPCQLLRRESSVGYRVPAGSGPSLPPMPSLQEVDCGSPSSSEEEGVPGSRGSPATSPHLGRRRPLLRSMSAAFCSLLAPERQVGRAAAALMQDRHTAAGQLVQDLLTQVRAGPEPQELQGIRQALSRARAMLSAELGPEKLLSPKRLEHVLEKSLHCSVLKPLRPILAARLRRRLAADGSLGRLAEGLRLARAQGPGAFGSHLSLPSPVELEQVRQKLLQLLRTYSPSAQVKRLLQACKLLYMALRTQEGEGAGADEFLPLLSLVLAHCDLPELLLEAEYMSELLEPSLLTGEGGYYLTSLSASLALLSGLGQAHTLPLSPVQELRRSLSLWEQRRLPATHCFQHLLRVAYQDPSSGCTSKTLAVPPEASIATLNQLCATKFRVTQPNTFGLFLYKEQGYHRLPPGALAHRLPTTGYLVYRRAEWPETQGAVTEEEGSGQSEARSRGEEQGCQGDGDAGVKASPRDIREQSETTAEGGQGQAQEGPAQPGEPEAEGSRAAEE
MsrA inhibitor: bovine MsrA enzyme inhibitors, primary screen, biochemical, absorbance, HTS; Methionine sulfoxide reductase A (Bos taurus); purified bovine MsrA, absorbance read-out; inhibition, % at 15.5 µM; 360,000 tested, 0.75% active; AID 651718, 2012; in the data active = inhibition above about 4.5%;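 also: 0% = vehicle wells with enzyme and 100% = reference inhibitor wells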
PABP1 MLLE inh: inhibitors of PABP1 MLLE–PAM2 peptide binding, primary screen, biochemical, fluorescence polarization, FITC-PAM2, GST-MLLE | Polyadenylate-binding protein 1 (Homo sapiens), P11940 | inhibition, % at 20 µM | 360,000 tested, 0.36% active | AID 588489, 2011; in the data active = inhibition above about 35%, passing the limit was not always enough;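 also: plate controls were DMSO wells with GST-MLLE for no effect and wells lacking GST-MLLE protein for full effect; some results filed as inactive read as strong as hits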
CSN inh: inhibitors of CSN-mediated cullin deneddylation, primary screen, biochemical, fluorescence polarization, uHTS; COP9 signalosome complex subunit 5 (Homo sapiens), Q92905; Purified CSN, SCF-Nedd8-OG deneddylation; inhibition, % at 12.5 µM; 360,000 tested, 0.38% active; AID 651999, 2013;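 active = pattern-corrected inhibition above about 35%, with an unprinted fluorescence ratio check between 0.5 and 1.5, limit read from the data, passing the limit was not always enough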;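 also: 0% = enzyme with substrate and 100% = substrate without enzyme; some results filed as inactive read as strong as hits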
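Assay system: purified human Csn5 enzyme expressed in HEK293T cells; measure: % inhibition; also added: SCFSkp2-Nedd8OG substrate at 10 nM final; technique: fluorescence polarization; times: reaction 90 min, room temperature; medium: Tris buffer pH 7.5, NaCl, DTT, Tween-20, trehalose, ovalbumin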
Rpn11 block: Rpn11 (PSMD14) deubiquitinase inhibitors, primary screen, biochemical, fluorescence polarization, uHTS | 26S proteasome non-ATPase regulatory subunit 14 (Homo sapiens), O00487 | human 26S proteasome, Ub4-pepOG fluorescence polarization; 20S core pre-blocked with epoxomicin | calls only at 20 µM | 360,000 tested, 0.59% active | AID 588493, 2011;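 active = inhibition at 20 µM, scaled to each plate's controls, above about 33%, limit read from the data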
eLon inh: inhibitors of E. coli Lon protease, primary screen, biochemical, fluorescence polarization | inhibition, % at 7.94 µM | P0A9M0 | purified E. coli Lon protease | 360,000 tested, 0.42% active; in the data active = inhibition above about 13%, passing the limit was not always enough;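 also: 0% = enzyme with probe and DMSO and 100% = no enzyme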
* = called active by the depositor; i = inactive.

SMILES	MT1-MMP act inh	MsrA act	FAS-TE inh	Rin1-Abl PPI inh	MsrA inhibitor	PABP1 MLLE inh	CSN inh	Rpn11 block	eLon inh
CCN(CC)S(=O)(=O)c1ccc(N2CCOCC2)c(NC(=O)c2nn(C(C)C)c(=O)c3ccccc23)c1	-3	-4	30	-2	0.3	-17	-3	i	-7
OC(c1ccccc1)c1nc(-c2cc3ccccc3o2)cs1 (stereo not given)	-1	-2	16	-1	1.2	-7	-1	i	2
Cc1cc(NC(=O)COC(=O)C(Cc2ccccc2)NC(=O)c2ccco2)no1 (stereo not given)	0	-3	-1	-2	0.6	-18	-1	i	7
CCC1CCCCN1S(=O)(=O)c1ccc2[nH]c(=O)ccc2c1 (stereo not given)	1	-1	12	3	1.8	-24	2	i	-8
COc1ccccc1CNC(=O)COC(=O)Cc1ccc(Br)cc1	-1	-4	3	2	-0.9	2	3	i	1
CCOc1ccc(-c2nnn(CC(=O)NCc3ccccc3)n2)cc1	1	-7	-7	5	2.2	17	4	i	-11
COc1cc(/C=C/c2cc[n+](C)cc2)ccc1OCC(=O)Nc1ccc(Cl)c(Cl)c1	-16	0	2	-1	-0.1	-123	18	i	-16
COc1ccc(Cl)cc1NC(=O)C(C)N1CCc2ccccc21 (stereo not given)	-5	-4	25	-2	1.7	-2	1	i	10
COc1ccc2oc(-c3ccccc3)c(C(=O)N3CCOCC3)c2c1	-1	-4	0	3	0.2	13	6	i	-3
O=C(COc1cc2oc(=O)c3c(c2cc1Cl)CCC3)NCCCn1ccnc1	4	-5	0	1	1.5	3	8	i	-6
O=C(Cn1cc2c(n1)CCCC2)NCc1cccs1	3	-5	-4	0	-1.0	2	2	i	6
CCN(CC)C(=O)c1sc(N)c(C#N)c1C	-2	1	-2	4	0.0	29	-1	i	-8
C[C@@H]1CCCCO[C@@H](CN(C)Cc2ccc(Cl)c(Cl)c2)[C@@H](C)CN([C@H](C)CO)C(=O)c2cc(NC(=O)CCC(F)(F)F)ccc2O1	-10	-4	23	-1	2.7	-10	3	i	0
O=C(Cn1nc(Cl)nc1Cl)c1ccc(F)cc1	-7	-3	-2	-4	-0.4	0	4	i	-12
Cc1nn(CC(=O)N2CCc3ccccc32)c(C)c1S(=O)(=O)NC(C)(C)C	2	1	2	-3	-0.8	9	2	i	-11
COc1cccc(NC(=O)NCc2cccn2C)c1	2	4	0	0	0.6	-2	-2	i	-5
C[C@@H]1CN([C@H](C)CO)C(=O)CCCn2cc(nn2)CO[C@H]1CN(C)S(=O)(=O)c1ccc2ccccc2c1	-4	-1	-9	0	-1.4	22	3	i	-8
O=S(=O)(Nc1nnc(-c2ccccc2)s1)c1ccc(Cl)cc1	-5	-2	5	-4	1.2	18	3	i	3
O=C(O)c1cccc(N=C2NC(=O)C(CO)(CO)S2)c1	-6	-1	-5	1	0.9	30	-3	i	-6
Cc1cc(SCc2ccc(Br)cc2)nc(=O)[nH]1	-2	-2	-5	-2	-0.1	6	-2	i	-5
Fc1ccc(NC2=NCCCCC2)cc1	-2	-8	-5	2	-0.4	6	-2	i	-3
CC1=CC2=NC(=O)CC(C)(C(=O)N(CC(=O)NC3CCCC3)c3cc(C)cc(C)c3)N2C=C1 (stereo not given)	-4	-3	-3	2	0.9	9	1	i	-9
O=C(CSc1nnc(-c2ccncc2)n1Cc1ccco1)c1ccc(Cl)cc1	-1	-12	-3	2	0.7	1	5	i	-9
N#CCNC(=O)C1c2ccccc2Oc2ccccc21	2	-3	-6	-1	1.1	-6	4	i	2
COCCn1c(C)cc(C2=NNC(=NC(C)(C)C)SC2)c1C	-1	-9	-96	1	0.7	19	0	i	0

An excerpt from above in order of length of the SMILES, descending.
SMILES	MT1-MMP act inh	MsrA act	FAS-TE inh	Rin1-Abl PPI inh	MsrA inhibitor	PABP1 MLLE inh	CSN inh	Rpn11 block	eLon inh
C[C@@H]1CCCCO[C@@H](CN(C)Cc2ccc(Cl)c(Cl)c2)[C@@H](C)CN([C@H](C)CO)C(=O)c2cc(NC(=O)CCC(F)(F)F)ccc2O1	-10	-4	23	-1	2.7	-10	3	i	0
Cc1cc(SCc2ccc(Br)cc2)nc(=O)[nH]1	-2	-2	-5	-2	-0.1	6	-2	i	-5
CCN(CC)C(=O)c1sc(N)c(C#N)c1C	-2	1	-2	4	0.0	29	-1	i	-8

Later entries.
SMILES	MT1-MMP act inh	MsrA act	FAS-TE inh	Rin1-Abl PPI inh	MsrA inhibitor	PABP1 MLLE inh	CSN inh	Rpn11 block	eLon inh
Cc1cc(C)n2nc(C(=O)N/N=C/c3cccs3)nc2n1	-1	-2	-2	-2	1.3	4	0	i	7
CC(C)(C)NC(=S)NNC(=O)[C@H]1C[C@@H]1c1ccccc1	3	8.5*	-9	3	-1.1	-22	0	i	-2
Cc1ccc(NC(=O)C2CCCN(S(=O)(=O)c3cnc[nH]3)C2)cc1C (stereo not given)	-5	-2	-9	-2	-1.2	13	-5	i	3
O=C(NCc1ccc(Cl)cc1)c1csc(-c2cccnc2)n1	-9	-8	6	-3	-1.1	11	4	i	4
CCN(CC(=O)NCc1ccc(F)cc1)S(=O)(=O)c1ccc(Cl)s1	-1	-4	6	2	1.4	14	1	i	-15
Cc1ccc(C(=O)N[C@H](C(=O)Nc2sccc2C(N)=O)C(C)C)cc1	4	-2	-6	4	-0.9	8	-2	i	4
CCCc1nc(SCC(=O)Nc2cc(C)on2)c2c(=O)n(C)c(=O)n(C)c2n1	2	0	-5	-3	1.1	9	0	i	2
Cc1ccc(NC(NC(=O)c2ccccc2[N+](=O)[O-])C(Cl)(Cl)Cl)cc1 (stereo not given)	3	-7	6	3	-0.5	-1	-2	i	8
Cc1c(C(=O)N(C)c2ccccc2)oc2c1C(O)CC(C)(C)C2 (stereo not given)	1	-1	-6	4	-0.4	-8	-2	i	1
CC(OC(=O)c1ncc(Cl)c(Cl)c1Cl)C(=O)NC1(C#N)CCCCC1 (stereo not given)	-3	-1	6	1	-0.6	-4	1	i	-1
CCOC(=O)C1=NOC(CNC(=O)C2=NOC(CNC(=O)c3c(-c4ccccc4Cl)noc3C)C2)C1 (stereo not given)	0	-13	-2	2	0.7	-1	0	i	-19
Cc1ccc(C)c(NC(=O)C2CCCN(S(=O)(=O)c3cccnc3)C2)c1 (stereo not given)	4	-13	-2	1	-0.8	-3	4	i	-7
Cc1nn(C)c(C)c1S(=O)(=O)N(CC(=O)NCCCN1CC(C)CC(C)C1)c1ccc(C(C)C)cc1 (stereo not given)	-2	-7	-8	2	-1.2	-7	4	i	6
COc1cc(OC)cc(C(=O)NNC(=O)CCC(=O)c2cc(C)sc2C)c1	2	-2	-4	-3	-0.3	6	-3	i	-5
CN1CCN(C(=O)C2CC(c3ccc(F)cc3)=NO2)CC1 (stereo not given)	3	-6	-6	1	0.3	9	4	i	-3
C#C[C@]1(O)CCC2C3CCC4=CC(=O)CC[C@@H]4C3CC[C@@]21C (stereo not given in full)	-1	4	3	2	0.6	-11	-3	i	-3
Cc1ccc(CS(=O)(=O)c2nsc(C)c2C#N)cc1	-2	-3	-5	2	0.1	-4	-1	i	4
COc1cc(C(C)=O)ccc1OC(=O)CN1C(=O)c2ccccc2C1=O	0	-10	-1	-2	0.2	11	1	i	3
O=C(CCN1C(=O)S/C(=C\c2ccccc2)C1=O)NCCCn1ccnc1	1	-6	-1	-4	2.8	-1	1	i	2
Cc1cccc(C(=O)NCC(=O)NCC(c2ccco2)N2CCCCC2)c1 (stereo not given)	3	-2	-6	1	0.0	7	0	i	-7
Cn1cc(/C=C(\NC(=O)c2ccccc2Cl)C(=O)NCCCN2CCOCC2)c2ccccc21	-3	-3	-6	-4	3.6	10	-3	i	-10
Cc1nnc(SCC(=O)NCc2ccco2)[nH]c1=O	-1	-10	-10	1	0.1	13	4	i	-3
Nn1c(SCc2ccc(Br)cc2)nnc1-c1ccccn1	-1	-8	-3	5	-0.3	-14	-1	i	-4

Reformatted with two lines to a compound: part of the list above.
Values run as follows: MT1-MMP act inh | MsrA act | FAS-TE inh | Rin1-Abl PPI inh | MsrA inhibitor | PABP1 MLLE inh | CSN inh | Rpn11 block | eLon inh
> CCN(CC(=O)NCc1ccc(F)cc1)S(=O)(=O)c1ccc(Cl)s1
  -1 | -4 | 6 | 2 | 1.4 | 14 | 1 | i | -15
> O=C(CCN1C(=O)S/C(=C\c2ccccc2)C1=O)NCCCn1ccnc1
  1 | -6 | -1 | -4 | 2.8 | -1 | 1 | i | 2
> Nn1c(SCc2ccc(Br)cc2)nnc1-c1ccccn1
  -1 | -8 | -3 | 5 | -0.3 | -14 | -1 | i | -4
> Cc1c(C(=O)N(C)c2ccccc2)oc2c1C(O)CC(C)(C)C2 (stereo not given)
  1 | -1 | -6 | 4 | -0.4 | -8 | -2 | i | 1
> O=C(NCc1ccc(Cl)cc1)c1csc(-c2cccnc2)n1
  -9 | -8 | 6 | -3 | -1.1 | 11 | 4 | i | 4

Compounds were not picked by outcome; overall some 3.7% were active at least once.
